Screens: PubChem BioAssay, National Center for Advancing Translational Sciences (NCATS)
TRHR PAM: qHTS for Small Molecule Agonists and Allosteric Enhancers of Human TRH Receptor: Primary Screen for Enhancers. Thyrotropin-releasing hormone receptor (Homo sapiens), P34981. TRHR cells, fluo-8 calcium fluorescence, EC20 TRH enhancement. enhancement, % at 2 µM. 360,000 compounds, 0.66% hits. AID 493056, 2011; in the data active = enhancement above about 30%; note: 0% is about no effect
Target sequence (P34981 whole entry, looked up): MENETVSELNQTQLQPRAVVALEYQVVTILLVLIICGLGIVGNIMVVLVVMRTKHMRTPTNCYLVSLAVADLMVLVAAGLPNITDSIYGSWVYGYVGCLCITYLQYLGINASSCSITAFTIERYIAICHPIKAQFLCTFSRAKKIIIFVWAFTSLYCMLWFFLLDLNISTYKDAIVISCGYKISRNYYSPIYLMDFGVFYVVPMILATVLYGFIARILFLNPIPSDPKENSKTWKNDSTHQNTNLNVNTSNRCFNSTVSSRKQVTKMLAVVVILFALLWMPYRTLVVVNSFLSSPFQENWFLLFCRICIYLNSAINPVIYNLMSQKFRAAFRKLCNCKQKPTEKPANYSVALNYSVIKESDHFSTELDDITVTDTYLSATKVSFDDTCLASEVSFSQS
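Enhancer read-out: after compound pinning and an initial kinetic agonist-mode read, an EC20 of TRH (10 nM final) was injected and fluo-8 calcium signal (Ex 480/Em 530) followed at 1 s/cycle for 100 cycles in TRHR-expressing cells.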
USP1-UAF1 inh: Inhibitors of USP1/UAF1: Primary Screen; 390,000 compounds, 0.23% hits; Potency, µM (highest dose often 57.1 µM), for inactives: top-dose activity change, negative = inhibition, usual class: inhibitors; Ubiquitin carboxyl-terminal hydrolase 1 (Homo sapiens), O94782; recombinant USP1/UAF1, Ub-Rhodamine cleavage fluorescence; note: potency is the fitted concentration of half-maximal effect; % is set by controls: 0 for no effect and ±100 for the full control effect; nearly all actives have a fitted effect of over 60% in size; inactives centre near -12
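In this screen, compounds sit with the deubiquitinase complex (1nM) for 15 min at room temperature before Ub-Rho is added at 150nM final. Fluorescence rise is then followed for 6 reads every 60 seconds.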
PI4K2A block: qHTS for small molecular inhibitors of PI4K2A; 420,000 compounds, 0.13% hits; activity change, negative = inhibition, % at 76.9 µM; AID 1346378, 2018; purified PI4K2A, ADP-Glo luminescence, 1 h; active compounds read low; Phosphatidylinositol 4-kinase type 2-alpha (Homo sapiens), Q9BTU6; in the data active = activity change below about -50%; inconclusive = mostly about -30% to -49%;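 note: -100% = wells without enzyme as full effect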
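ADP-Glo luminescence measured ADP generated by PI4K2A enzyme (4 ug/mL before mixing) with 1.2 mM PI substrate (pre-mix) and 300 microM ATP (pre-mix). Tris pH7.5 buffer with MgCl2, Triton X-100; 1 h reaction at ambient temperature.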
TRHR ag: qHTS for Small Molecule Agonists and Allosteric Enhancers of Human TRH Receptor: Primary Screen for Agonists; 360,000 compounds, 0.18% hits; AID 493084, 2011; activation, % at 2 µM; TRHR cells, calcium flux fluo-8, FDSS agonist mode; in the data active = activation above about 30%; note: 0% is about no effect
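TRHR-expressing cells loaded with fluo-8 calcium dye; 23 nL library compound pin-transferred, kinetic FDSS fluorescence (Ex 480/Em 530) recorded about 180 s for agonist-induced calcium release, before a 10 nM TRH EC20 addition for potentiator mode.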
TrxR1 substrate: qHTS Assay for Substrates of Mammalian Selenoprotein Thioredoxin Reductase 1 (TrxR1): qHTS; 390,000 compounds, 0.01% hits; purified TrxR1 substrate turnover, NADPH consumption readout; AID 588456, 2011; Potency, µM (series often up to 114 µM), inactives show at the highest dose activity change, negative = substrate turnover; Thioredoxin reductase 1, cytoplasmic (Rattus norvegicus), O89049; note: potency is the fitted concentration of half-maximal effect; % is set by controls: 0 for no effect and ±100 for the full control effect; nearly all actives have a fitted effect of over 50% in size
Target sequence (O89049 whole entry, looked up): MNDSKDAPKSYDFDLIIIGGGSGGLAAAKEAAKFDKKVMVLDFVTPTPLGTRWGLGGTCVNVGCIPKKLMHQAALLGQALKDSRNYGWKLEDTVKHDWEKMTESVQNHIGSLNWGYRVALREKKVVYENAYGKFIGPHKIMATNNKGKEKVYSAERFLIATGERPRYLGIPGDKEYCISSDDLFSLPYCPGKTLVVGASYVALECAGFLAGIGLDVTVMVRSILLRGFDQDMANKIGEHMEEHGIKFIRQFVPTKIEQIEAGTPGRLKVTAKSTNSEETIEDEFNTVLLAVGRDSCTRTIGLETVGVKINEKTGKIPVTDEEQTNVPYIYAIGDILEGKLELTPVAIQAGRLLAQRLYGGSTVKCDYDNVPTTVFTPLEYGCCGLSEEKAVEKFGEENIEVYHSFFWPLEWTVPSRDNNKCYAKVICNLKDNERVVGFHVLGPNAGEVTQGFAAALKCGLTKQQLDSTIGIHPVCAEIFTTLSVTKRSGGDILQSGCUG
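Rat TrxR1, dispensed at 90 nM, was prereduced with 400 uM NADPH (final) for 5 min at ~22 deg C, then incubated with compound 15 min before 400 uM selenite. A first-read NADPH fluorescence drop versus no-compound background flagged substrates.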
TrxR1 inh: qHTS Assay for Inhibitors of Mammalian Selenoprotein Thioredoxin Reductase 1 (TrxR1): qHTS. Potency, µM (top dose mostly 114 µM), inactives show at the top dose activity change, negative = inhibition, usual class: inhibitors. recombinant rTrxR1, NADPH fluorescence consumption, selenite substrate. AID 588453, 2011. 390,000 compounds, 1% hits; note: potency is the fitted concentration of half-maximal effect; % is set by controls: 0 for no effect and ±100 for the full control effect; nearly all actives have a fitted effect of over 65% in size
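Rat TrxR1 (90 nM in the dispensed reagent) was pre-reduced with 400 uM NADPH for 5 min at room temperature, then incubated with compound for 15 min. After 400 uM selenite was added, NADPH fluorescence (Ex 340/Em 450 nm) was followed for 8 min.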
D2 ag: HTS Assay for Allosteric Agonists of the Human D2 Dopamine Receptor: Primary Screen for Agonists; AID 485358, 2010; 340,000 compounds, 0.53% hits; activation, % at 2 µM; D(2) dopamine receptor (Homo sapiens), P14416; HEK293 T-REx D2 cells, calcium flux agonist mode;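 active = activation over 3 SD above normal in the single-dose calcium agonist read, cut at about 30% in these data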; note: 0% is about no effect
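Tetracycline-induced HEK293 T-REx cells with force-coupled D2 receptor, plated overnight at 30 C, loaded with no-wash calcium dye. After a 10 s baseline, compound was pin-added and calcium flux read kinetically for 180 s; calcium rises flagged agonists.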
D2 antag: HTS Assay for Allosteric Antagonists of the Human D2 Dopamine Receptor: Primary Screen for Antagonists; HEK293 TREx D2 cells, calcium flux, dopamine EC80; inhibition, % at 10 µM; 340,000 compounds, 2% hits; in the data active = inhibition above about 30%; note: 0% is about no effect
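Tetracycline-induced HEK293 T-REx cells expressing D2 force-coupled to calcium signalling were dye-loaded, exposed to compound for 180 s, then challenged with an EC80 of dopamine; calcium flux was followed kinetically for a further 180 s.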
IDH1 R132H inh: qHTS for Inhibitors of mutant isocitrate dehydrogenase 1 (IDH1): qHTS; 390,000 compounds, 0.093% hits; IDH1-R132H enzyme, NADPH consumption, diaphorase/resazurin fluorescence; AID 602179, 2012; Potency, µM (titrated, usually from 76.6 µM), inactives show at the highest dose activity change, negative = inhibition, most hits filed as inhibitors; note: potency is the fitted concentration of half-maximal effect; % is set by controls: 0 for no effect and ±100 for the full control effect; nearly all actives have a fitted effect of over 65% in size
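IDH1-R132H (0.5 ug/mL) preincubated 30 min with compound, then NADPH (0.016 mM) and alpha-KG (2 mM) added; 80 min at RT, pH 7.5. Remaining NADPH coupled via diaphorase/resazurin to fluorescence (540/590 nm); concentration-response curves normalized to no-enzyme control.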
* hit, by the source's call; u = inconclusive; x = not tested or not shown; [ ] = dose if it differs, or a comment. Unless noted, calls come from the whole dose curve; as a rule, active = well fitted inhibition curve with a large enough effect; inconclusive = small, poorly fitted or top-dose-only effect; inactive = no such curve, though single readings can be large or run the other way. Compounds were not picked by outcome; about 3.9% have a hit in one of these screens.

SMILES | TRHR PAM | USP1-UAF1 inh | PI4K2A block | TRHR ag | TrxR1 substrate | TrxR1 inh | D2 ag | D2 antag | IDH1 R132H inh
O=C(CCC(=O)N(CC(=O)NC1CCCCC1)c1ccc(F)cc1)Nc1nccs1 | 8 | 0% | -2 | -0.2 | 2% | 9% | -3.1 | -7 | -10%
COc1ccc(-c2cc3nc[nH]c(=O)c3s2)cc1 | 3 | -8% | -16 | -0.6 | 118%[activator][57.1 µM] | 26%[57.1 µM] | -0.5 | -14 | 6%
O=C(Oc1cc(Cl)ccc1Cl)c1ccc(N2CCOCC2)c([N+](=O)[O-])c1 | 1 | 0% | -2 | 0.6 | -3% | 8% | 0.2 | -2 | 4%
CC1CCN(S(=O)(=O)c2ccc3nc(Nc4cccc(F)c4)ccc3c2)CC1 | -2 | -9% | 2 | 0.6 | 18%[57.1 µM] | 15%[57.1 µM] | 1.0 | x | 0%
COc1ccc(C(=O)Nc2ccc(-c3n[nH]c(=S)o3)cc2)cc1 | 4 | -9% | 1 | 0.1 | -8% | -8% | 1.5 | 3 | -12%
NC(N)=NC(N)=Nc1cccc2ccccc12 | 2 | u | -6 | 0.3 | 2%[57.1 µM] | 6%[57.1 µM] | 0.7 | 4 | 3%
COc1cccc(-c2nnc(-c3ccco3)o2)c1 | 9 | 1% | -17 | 0.3 | 26%[57.1 µM] | 2%[57.1 µM] | 1.2 | -5 | 4%
CCOC(=O)CNC(=O)CSc1nnc(-c2ccccc2)c(-c2ccccc2)n1 | 0 | -15% | -2 | -0.3 | -7%[57.1 µM] | 21%[57.1 µM] | 0.4 | -5 | 7%
O=C(COc1ccccc1Cl)NCCNC(=O)c1ccco1 | -3 | u | 9 | 0.6 | 6% | 10% | 0.0 | -25 | -5%
CC(C)Cc1nc2n[nH]c(N)c2c2c1CCCC2 | -5 | -26% | -12 | -0.3 | -3% | 8% | 0.0 | 4 | 7%
COc1cc(/C=N/NC(=O)c2c(C)nnn2-c2nonc2N)ccc1O | -2 | -12% | 4 | 0.6 | -7% | -5% | 0.1 | -32 | 0%
O=C(C1Cc2ccccc2CN1S(=O)(=O)c1ccc(F)cc1)N1CCCCC1 (centres undefined) | 3 | -8% | 2 | 4.1 | 3% | 12% | 0.0 | -7 | 1%
Cc1cccc(Cc2nc3ccccc3[nH]2)c1 | x | 0% | -2 | x | -12% | -1% | x | x | 0%
CC(=O)c1ccc(NC(=O)C2(c3ccccc3)CCOCC2)cc1 | 2 | -8% | 2 | -0.6 | 7%[57.1 µM] | 9%[57.1 µM] | 0.2 | 2 | 1%
COCCCN1C(=O)c2ccc(C(=O)Nc3ccccc3OC)cc2C1=O | -1 | -14% | 2 | 0.4 | 9%[57.1 µM] | 20%[57.1 µM] | -0.2 | 12 | 7%
N#CC(c1ccc(Cl)nn1)c1c(F)cccc1Cl (centres undefined) | 0 | -18% | -5 | 0.1 | 1% | 8% | 1.2 | 9 | 3%
CCOc1ccc(NC(=O)CN(C)Cc2cc(=O)n3c(-c4ccccc4)csc3n2)cc1OCC | 2 | -5% | -1 | -0.2 | 8%[57.1 µM] | 18%[57.1 µM] | 1.4 | 41* | 6%
Cn1ccnc1SCC(=O)c1ccc(Cl)cc1 | 3 | -17% | -1 | -0.4 | 6% | 0% | -0.7 | -5 | 0%
COc1cccc2c1C(=O)c1c(O)c3c(c(O)c1C2=O)C[C@](O)(C(C)=O)C[C@H]3O[C@@H]1C[C@@H](N)[C@@H](O)[C@@H](C)O1 | -7 | 13µM* | -11 | 10.0 | 1% | -5% | 1.0 | -3 | 4%
COc1ccc(/C(O)=C2/C(=O)C(=O)N(CCCN(C)C)C2c2ccc(Cl)cc2)cc1OC (centres undefined) | x | -16% | 0 | x | -16% | u | x | x | 1%
O=S1(=O)CCC(NS(=O)(=O)c2ccc3ccccc3c2)C1 (centres undefined) | 26 | -17% | 2 | 0.7 | 2% | 4% | x | x | 13%
C=CCn1cc(C(=O)OCC)c(=O)c2cc(F)c(F)cc21 | 2 | -11% | 2 | 0.3 | -21%[57.1 µM] | 15%[57.1 µM] | -0.5 | -9 | 3%
O=C(N/N=C\c1cc(Br)c(Br)o1)c1cncc(Br)c1 | 6 | -7% | -2 | -1.5 | -7% | -14% | -0.6 | 10 | 7%
CCOC(=O)c1cnn2c(C(F)(F)F)cc(-c3cn(C)nc3C)nc12 | 5 | -18% | -29 | 0.6 | 199%[activator] | 21% | 1.0 | -17 | 3%
Cc1csc(C(C)N(C)C(=O)CCc2nnc(CCc3ccccc3)o2)n1 (centres undefined) | -2 | -10% | 5 | -1.1 | -2% | 13% | -0.9 | -13 | 9%
CCCCN(CC)CCCNC(=O)c1cn(-c2ccc(OC)cc2)c(=O)c2ccccc12 | -3 | -16% | 2 | 0.4 | 10% | 18% | 0.1 | -20 | 1%
O=C(NC1CC1)c1cccc(NC(=O)c2cn3ccccc3n2)c1 | 1 | -7% | -5 | 0.3 | -12% | 0% | -1.3 | -9 | 6%
O=C(CCNS(=O)(=O)c1cccs1)N1CCCCCC1 | -9 | 9% | -9 | -0.1 | 8%[57.1 µM] | 7%[57.1 µM] | 0.5 | 9 | -6%
CC(C)Cc1ccc(S(=O)(=O)N2CCN(c3ccccn3)CC2)cc1 | -11 | 0% | -6 | -0.5 | 4% | 19% | -2.5 | -6 | 5%
O=C(Nc1ccc(N2CCN(Cc3ccccc3)CC2)cc1)c1cccnc1 | 0 | -6% | -13 | -0.3 | -5% | -5% | 1.2 | -10 | -6%
Cc1[nH]n(-c2ccccc2)c(=O)c1C(C[N+](=O)[O-])c1ccc(Br)cc1 (centres undefined) | -6 | u | -24 | 1.5 | 9%[57.1 µM] | u | 0.5 | 11 | 0%
COc1cc(C)c(NC(c2ccccc2)c2ccccc2)cc1OC | -2 | 0% | -6 | -0.6 | 6%[57.1 µM] | 2%[57.1 µM] | -1.3 | 16 | -2%
COc1cc(NS(=O)(=O)c2ccc(NC(=S)NC(=O)c3sc4ccccc4c3Cl)cc2)nc(OC)n1 | 4 | -10% | -7 | -0.6 | -2% | u | -1.4 | 0 | -4%
O=C(c1ccc(F)cc1)c1cc2ccc(O)cc2oc1=O | 2 | -13% | -88* | 2.7 | -2% | u | 1.5 | 9 | -2%
O=C(CC1NC(=O)NC1=O)Nc1ccc(Cl)cc1 (centres undefined) | 0 | -24% | 3 | -0.5 | 2% | 7% | -0.1 | 3 | -4%
CN(C(=O)C1CC1)C1CCS(=O)(=O)C1 (centres undefined) | -5 | 2% | 2 | 1.0 | -9%[57.1 µM] | 23% | 0.2 | 9 | -4%
Cc1ccc(Cl)cc1NC(=O)CCn1cccc1 | -11 | -8% | 1 | -1.0 | 8%[0.457 µM] | 19%[57.1 µM] | x | x | 9%
O=C(O)c1ccc(CNCc2c(Cl)cccc2Cl)cc1 | -1 | -10% | 4 | 0.7 | 11%[57.1 µM] | 12% | 0.0 | -12 | 1%
COc1ccc(NC(=O)C2CCN(c3nc(-c4ccc(OC)c(OC)c4)no3)CC2)cc1Cl | 8 | -4% | 1 | -0.1 | 7%[2.29 µM] | 11% | x | x | 17%
O=C(CCn1cnc2ccccc2c1=O)Nc1ccc(Cl)c(Cl)c1 | 8 | u | 0 | 0.0 | 7% | 18% | 0.0 | 5 | 1%
Cc1cc(Cl)ccc1NC(=S)N1CCN(Cc2ccc3c(c2)OCO3)CC1 | 3 | -8% | -2 | 0.8 | -8% | -20% | 3.8 | -2 | 1%
COc1ccc(C(=O)N2c3ccccc3C=CC2C#N)cc1 (centres undefined) | -8 | -3% | 1 | -0.3 | -3% | 2%[57.1 µM] | -0.2 | 21 | -2%
O=C(NCc1ccc(F)cc1)c1cc2n(n1)C(C(F)(F)F)CC(C1CC1)N2 (centres undefined) | 6 | -21% | 1 | 1.1 | 1% | 6% | 0.0 | 5 | 2%

Compound profiles, from the list above. Screens in order: TRHR PAM, USP1-UAF1 inh, PI4K2A block, TRHR ag, TrxR1 substrate, TrxR1 inh, D2 ag, D2 antag, IDH1 R132H inh
O=C(c1ccc(F)cc1)c1cc2ccc(O)cc2oc1=O reads 2, -13%, -88*, 2.7, -2%, u, 1.5, 9, -2%
O=C(O)c1ccc(CNCc2c(Cl)cccc2Cl)cc1 reads -1, -10%, 4, 0.7, 11%[57.1 µM], 12%, 0.0, -12, 1%

Sorted by the number under USP1-UAF1 inh (falling): 5 of the compounds above.
molecule	TRHR PAM	USP1-UAF1 inh	PI4K2A block	TRHR ag	TrxR1 substrate	TrxR1 inh	D2 antag
CN(C(=O)C1CC1)C1CCS(=O)(=O)C1 (centres undefined)	-5	2%	2	1.0	-9%[57.1 µM]	23%	9
COc1ccc(NC(=O)C2CCN(c3nc(-c4ccc(OC)c(OC)c4)no3)CC2)cc1Cl	8	-4%	1	-0.1	7%[2.29 µM]	11%	x
O=C(O)c1ccc(CNCc2c(Cl)cccc2Cl)cc1	-1	-10%	4	0.7	11%[57.1 µM]	12%	-12
O=C(NCc1ccc(F)cc1)c1cc2n(n1)C(C(F)(F)F)CC(C1CC1)N2 (centres undefined)	6	-21%	1	1.1	1%	6%	5
O=C(CC1NC(=O)NC1=O)Nc1ccc(Cl)cc1 (centres undefined)	0	-24%	3	-0.5	2%	7%	3
